PAX8 reporter: inhibitors of PAX8 transcriptional activity in RMG-I cells; RMG-I TPO-luciferase reporter, SteadyGlo, 24 h; inhibition, % at 12.6 µM; AID 652154; 360,000 tested, 1.2% active;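 active means mean replicate inhibition at least 60% with every replicate also reaching 60%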;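 further: luciferase light reporting Pax8 driven TPO promoter activity; plate controls were median of neutral control wells for no effect and mitoxantrone controls for full effect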
LGR2 inh: blocks bursicon-induced cAMP signaling via Drosophila LGR2; AID 720647; HEK293 LGR2, CRE-luciferase, bursicon-stimulated, 4 h; 380,000 tested, 0.35% active; inhibition, % at 9.99 µM;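 active means drop in luminescence signal, shown as inhibition above about 50% in the replicate tests, limit read from the data, passing the limit was not always enough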;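 further: agonist challenge used bursicon conditioned medium at about half maximal strength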
CASP6 VEID inh: inhibitors of human caspase-6 | P55212 | purified caspase-6, Z-VEID-R110 cleavage fluorescence | inhibition, % at 12.5 µM | 350,000 tested, 0.53% active;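 active means mean inhibition across replicates at least about 35%, with every replicate also reaching that limit, limit read from the data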;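 further: 0% = median of neutral control wells and 100% = no fluorescence left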
Target sequence (P55212 24-179 limits assumed): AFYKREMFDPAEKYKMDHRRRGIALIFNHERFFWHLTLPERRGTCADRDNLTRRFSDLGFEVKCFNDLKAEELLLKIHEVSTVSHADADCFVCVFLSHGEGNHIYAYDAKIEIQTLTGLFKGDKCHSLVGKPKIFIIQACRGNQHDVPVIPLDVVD
Target sequence (P55212 194-293 limits assumed): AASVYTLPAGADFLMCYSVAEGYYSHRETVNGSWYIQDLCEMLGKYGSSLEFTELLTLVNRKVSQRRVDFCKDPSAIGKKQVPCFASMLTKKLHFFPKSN
Starred values were filed as active, the others as inactive; · = not tested or not shown. A portion of the library; rates above refer to the full screens.

Fields: PAX8 reporter | LGR2 inh | CASP6 VEID inh
1. CCOc1ccc(C(=O)NC(=S)Nc2ccc(NC(=O)c3ccco3)c(C)c2)cc1[N+](=O)[O-]
→ 7 | 5 | ·
2. S=C(c1ccccc1)N1CCCc2ccccc21
→ 3 | 15 | ·
3. CCc1c(O)c(/C(C)=N\O)c(=O)n(-c2ccccc2)c1-c1ccccc1
→ -6 | 8 | ·
4. COc1ccc(NC(=O)Nc2ccc(C(=O)N3CCOCC3)cc2)c(OC)c1
→ 8 | -3 | ·
5. COC(=O)C(CCSC)NS(=O)(=O)c1ccc(Cl)cc1 (stereo unspecified)
→ -18 | 1 | ·
6. CCN(CC)S(=O)(=O)c1ccc(N2CCOCC2)c(NC(=O)CCC2CCCCC2)c1
→ -20 | 5 | ·
7. Cc1cc(C)nc(N/C(=N\S(=O)(=O)Cc2ccccc2)Nc2ccccc2Br)n1
→ 11 | 20 | ·
8. COc1cc(NC(=O)COC(=O)CNC(=O)c2cc(C)cc(C)c2)c(C)cc1[N+](=O)[O-]
→ 5 | 0 | ·
9. CCNc1c(NC(C)=O)c(=O)oc2ccccc12
→ -9 | -5 | ·
10. CC(C)CCNC(=O)c1cc(-c2ccncc2)nc2ccc(S(=O)(=O)N3CCOCC3)cc12
→ 6 | -18 | ·

Profiles, looked up by structure.
COc1cc(NC(=O)COC(=O)CNC(=O)c2cc(C)cc(C)c2)c(C)cc1[N+](=O)[O-] in the list: PAX8 reporter: 5; LGR2 inh: 0; CASP6 VEID inh: ·
Cc1cc(C)nc(N/C(=N\S(=O)(=O)Cc2ccccc2)Nc2ccccc2Br)n1 in the list: PAX8 reporter: 11; LGR2 inh: 20; CASP6 VEID inh: ·

The listing picks up with the 6 entries that preceded the break.
Fields: PAX8 reporter | LGR2 inh | CASP6 VEID inh
5. COC(=O)C(CCSC)NS(=O)(=O)c1ccc(Cl)cc1 (stereo unspecified)
→ -18 | 1 | ·
6. CCN(CC)S(=O)(=O)c1ccc(N2CCOCC2)c(NC(=O)CCC2CCCCC2)c1
→ -20 | 5 | ·
7. Cc1cc(C)nc(N/C(=N\S(=O)(=O)Cc2ccccc2)Nc2ccccc2Br)n1
→ 11 | 20 | ·
8. COc1cc(NC(=O)COC(=O)CNC(=O)c2cc(C)cc(C)c2)c(C)cc1[N+](=O)[O-]
→ 5 | 0 | ·
9. CCNc1c(NC(C)=O)c(=O)oc2ccccc12
→ -9 | -5 | ·
10. CC(C)CCNC(=O)c1cc(-c2ccncc2)nc2ccc(S(=O)(=O)N3CCOCC3)cc12
→ 6 | -18 | ·
11. CN(CC(=O)Nc1ccc(Cl)c(C(F)(F)F)c1)C(=O)/C=C/c1ccco1
→ -5 | 2 | ·
12. CCOCCOc1nc(C)cc(C)c1S(=O)(=O)c1ccccc1C
→ 3 | 7 | ·
13. O=C1c2ccccc2NC(c2ccc(O)cc2)N1/N=C/c1ccc(O)cc1 (stereo unspecified)
→ -18 | 10 | ·
14. COc1ccc(S(=O)(=O)Nc2ccc3c(c2)C(=O)N([C@@H](C)CO)C[C@H](C)[C@H](CN(C)C)OCCCC[C@H](C)O3)cc1
→ 4 | 5 | ·
15. Cc1ccc2c(Cn3cc(C(F)(F)F)cc(Cl)c3=O)cc(=O)oc2c1
→ -5 | 20 | ·
16. CCOC(=O)c1cc2c(ccn2C)n1CC(=O)N(Cc1ccccc1)c1ccc(F)cc1
→ 16 | -5 | ·
17. O=C(Nc1nnc(-c2ccccc2F)s1)Nc1ccccc1F
→ -36 | -36 | ·
18. Nc1nc(SCC(=O)NC2CCCCC2)[nH]c(=O)c1-c1ccccc1
→ · | -2 | 0
19. COc1ccc(C(=O)COc2ccc(NC(C)=O)cc2)cc1
→ · | 5 | 3
20. O=C(CCC1CCCCC1)Nc1ccc(S(=O)(=O)Nc2nccs2)cc1
→ · | 33 | 5
21. CCn1cc(Br)c(C(=O)Nc2ccc(OC)cc2)n1
→ · | -18 | 4

Source: PubChem (Broad Institute)
